pAkt inh – HTS Assay for Inhibitors of Akt Phophorylation: Primary Screen; actives 0.32% (n = 360,000); activity change, % for hits at 50 µM; Neuro2A IGF-stimulated pAkt S473 HTRF, 20 min; hits give low values; in the data active means activity change below about -80%; inconclusive means mostly about -51% to -80%; further: on the % scale 0 is the no-effect control and ±100 the full control effect
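Neuro2A cells (4,500/well, DMEM with 0.5% FBS) were treated with compound at a single 50 µM final concentration, stimulated with 6 nM IGF for 20 min at 37 °C, and lysed. Phospho-Akt Ser473 was read by HTRF as 665/615 ratio ×10^4.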
GLP-1R inv ag – qHTS of GLP-1 Receptor Inverse Agonists (Inhibition Mode); Glucagon-like peptide 1 receptor (Homo sapiens), P43220; HEK293 GLP-1R CRE-luciferase, luminescence, 24 h; GLP-1R form is constitutively active; Potency, µM (doses to about 38.3 µM), for the others: top-dose activity change, negative = inhibition, usual class: inhibitors; actives 1.6% (n = 410,000); AID 624417, 2012; further: potency means the concentration at half of the fitted maximal effect; on the % scale 0 is the no-effect control and ±100 the full control effect; nearly all actives have a fitted effect of over 55% in size
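Constitutively active GLP-1R drives a cAMP-responsive luciferase in stably transfected HEK293 cells; test compounds are added after overnight (12 h) attachment and left 24 hr, and signal loss in luminescence marks inhibition.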
Abeta rescue – qHTS for compounds that reverse cellular toxicity of Amyloid beta (A-beta) peptide in yeast: Primary Screen | Potency, µM (series often up to 46.1 µM), for the others: at the highest dose growth rescue, actives largely listed as activators | yeast expressing A-beta42, growth rescue, OD600, 48 h; response scale: 0% DMSO, 100% iron-clioquinol control | actives 0.063% (n = 410,000); further: potency means the concentration at half of the fitted maximal effect; nearly all actives have a fitted effect of over 55% in size
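Yeast A-beta toxicity model in growth medium with pinned compounds, 48 h at 30 C; growth read as absorbance at 600 nm. Normalized to FeCl3/clioquinol equimolar mix (positive) and DMSO (negative).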
aSyn yeast inh – qHTS of alpha-syn Inhibitors; Yeast expressing alpha-synuclein, growth rescue, BacTiter-Glo, 24 h; Potency, µM (doses to about 46.1 µM), inactives show at the highest dose growth rescue (activation), actives largely listed as activators; actives 0.14% (n = 370,000); AID 652106, 2013; further: potency means the concentration at half of the fitted maximal effect; % of control where 0% means no effect; nearly all actives have a fitted effect of over 65% in size
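Readout is rescue of growth in alpha-synuclein-expressing yeast, so inhibitors of toxicity appear as activators. Growth after 24 hr at 30 deg C in galactose medium is quantified by luminescence.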
Mm-Cpn inhibitor – Inhibitors of TCP-1 ring complex (TRiC) of Methanococcus maripaludis (MmCpn): qHTS; Chaperonin Mm-Cpn (Methanococcus maripaludis); purified Mm-Cpn ATPase, ADP Transcreener TR-FRET; Potency, µM (doses to about 76.9 µM), for inactives: at the top dose activity, negative = inhibition, hits mostly inhibitors; actives 0.031% (n = 330,000); AID 504842, 2011; further: potency means the concentration at half of the fitted maximal effect; on the % scale 0 is the no-effect control and ±100 the full control effect; nearly all actives have a fitted effect of over 80% in size
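TR-FRET (320 nm excitation; 590 and 665 nm emission) reports ADP made from 10 uM ATP by 25 nM enzyme; compounds were preincubated 10 min, reaction run 30 min, both at 37°C.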
GLP1R cytotox – qHTS of GLP-1 Receptor Inverse Agonists: Cytotox Screen. HEK293 cAMP-luciferase reporter cells, luminescence, 24 h. Potency, µM (titrated, usually from 38.3 µM), for the others: top-dose activity change, negative = inhibition, actives largely listed as inhibitors. actives 0.13% (n = 410,000). AID 624418, 2012;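 further: loss of luciferase light is scored as toxicity; potency means the concentration at half of the fitted maximal effect; on the % scale 0 is the no-effect control and ±100 the full control effect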
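Quantitative HTS format, 1536 wells, 200 cells/uL seeded. Compounds: 23 nL, 24 h, 37 °C. Detection: luciferase reagent, luminescence at 12 min RT; decreased signal taken as cytotoxic.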
TDP43 rescue – qHTS of TDP-43 Inhibitors; TDP-43 expressing yeast growth rescue, BacTiter-Glo, 24 h; Potency, µM (series often up to 46.1 µM), inactives show top-dose growth rescue (activation), usual class: activators; actives 1.8% (n = 410,000); AID 652104, 2013; further: potency means the concentration at half of the fitted maximal effect; % of control where 0% means no effect; nearly all actives have a fitted effect of over 50% in size
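Yeast cells expressing TDP-43 under galactose induction are exposed to compounds for 24 hr at 30 deg C. BacTiter-Glo luminescence measures growth, so protective compounds score as activators.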
PTHR1 agonist – qHTS for PTHR1 Agonists: Primary Screen; actives 0.075% (n = 410,000); Parathyroid hormone/parathyroid hormone-related peptide receptor (Homo sapiens), Q03431; AID 743266, 2014; Potency, µM (doses to about 115 µM), for the others: at the highest dose activation, usual class: activators; HEK293 GP2 PTHR1 cells, GloSensor cAMP luminescence, 1 h; further: potency means the concentration at half of the fitted maximal effect; nearly all actives have a fitted effect of over 55% in size; some results filed as inactive show a strong effect at the top dose; inactives centre near -15; many of its hits are not listed in these tables
Target sequence (Q03431 whole entry, looked up): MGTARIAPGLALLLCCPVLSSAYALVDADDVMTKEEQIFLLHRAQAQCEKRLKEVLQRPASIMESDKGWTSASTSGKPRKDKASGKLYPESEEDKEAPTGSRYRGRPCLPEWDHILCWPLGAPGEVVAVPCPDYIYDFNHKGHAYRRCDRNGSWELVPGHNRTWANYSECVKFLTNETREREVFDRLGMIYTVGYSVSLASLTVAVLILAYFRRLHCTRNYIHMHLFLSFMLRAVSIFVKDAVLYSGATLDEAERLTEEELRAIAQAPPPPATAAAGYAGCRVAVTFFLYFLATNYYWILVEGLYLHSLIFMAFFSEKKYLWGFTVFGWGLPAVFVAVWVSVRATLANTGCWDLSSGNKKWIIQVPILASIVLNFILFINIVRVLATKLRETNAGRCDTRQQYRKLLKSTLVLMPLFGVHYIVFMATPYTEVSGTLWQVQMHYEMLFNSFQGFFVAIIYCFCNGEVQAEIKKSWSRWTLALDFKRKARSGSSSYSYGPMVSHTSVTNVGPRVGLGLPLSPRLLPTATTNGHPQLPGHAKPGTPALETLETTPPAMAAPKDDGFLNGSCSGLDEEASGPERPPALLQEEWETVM
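HEK-293-derived GP2 cells expressing PTHR1 and a GloSensor cAMP reporter, 3,000/well, plated overnight, given luciferin plus IBMX (each 0.5 mM as added) for 1 h at 37 °C, then compound for 1 h at 37 °C. Luminescence was read after 15 min at room temperature.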
FUS yeast rescue – qHTS for Suppressors of FUS Proteinopathy: Primary screen using FUS-linked yeast assay; S. cerevisiae FUS-expressing, growth rescue, OD600, 24 h; Potency, µM (top dose mostly 76.6 µM), for the others: top-dose growth rescue (activation), actives largely listed as activators; actives 0.24% (n = 390,000); AID 1347120, 2019;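 further: potency means the concentration at half of the fitted maximal effect; plate controls were DMSO vehicle for no effect and reference control for full effect; nearly all actives have a fitted effect of over 55% in size; some results filed as inactive show a strong effect at the top dose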
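FUS-expressing yeast, raffinose-pregrown, induced in 2% galactose minimal medium at OD 0.005; compounds in a dilution series, 24hr at 30C. Growth restoration read as absorbance at 600 nm. CP55940 positive control, DMSO negative.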
* = called active by the depositor; i = inactive; ? = inconclusive; · = not tested or not shown; & = joins results of further samples; [ ] = remark or other dose. Unless noted, the call rests on the fitted dose curve; in most records, active means well fitted curve in the direction sought with a large enough effect; inconclusive means small, poorly fitted or top-dose-only effect, or another doubt; inactive means no such curve, though single readings can be large; an effect the other way counts as inactive or inconclusive.

SMILES | pAkt inh | GLP-1R inv ag | Abeta rescue | aSyn yeast inh | Mm-Cpn inhibitor | GLP1R cytotox | TDP43 rescue | PTHR1 agonist | FUS yeast rescue
COc1cc2c(cc1NC(=O)COC(=O)[C@@H](NS(=O)(=O)c1cccc(Cl)c1)C(C)C)oc1ccccc12 | i | ? | 16% | -1% | -18% | -13% | -1% | i | ·
CCCOc1ccc(-c2c(C(=O)N/N=C/c3ccsc3)nnn2-c2nonc2N)cc1 | · | ? | -10% | 0% | -2% | 2% | 15% | -10% | 5%
CC(C)(CO)CNC(=O)c1ccc(OC2CCN(C(=O)C3CC3)CC2)cc1 | i | 13% | 2% | -2% | -1% | -8% | -4% | i | -2%
CCOC(=O)/C(C#N)=C1\C(=O)N(Cc2ccccc2)c2ccccc21 | i | -36% | ? | -11% | 1% | -12% | -6% | -17% | 2%
Cn1c(C2=C(O)CN(Cc3ccccc3)C2=N)nc2ccccc21 | i | 57%[activator] | 3% | -12% | 0% | -1% | -8% | -21% | 12%
Cc1cc(C)n(CC(O)COc2ccccc2C)n1 (configuration not stated) | i | 4% | -1% | 7% | -5% | 2% | 26% | i | 32%
COc1ccc(/C=C(/NC(=O)c2ccccc2)C(=O)NCc2ccncc2)cc1 | i | 1% | 5% | 0% | -5% | 11% | -7% | -4% | 11%
COc1cc2nc(COc3ccccc3[N+](=O)[O-])oc(=O)c2cc1OC | i | 26% | 6% | 1% | -10% | 7% | 0% | 7% | ·
O=C(NCc1n[nH]c(=S)n1Cc1ccccc1)c1ccc(Cl)cc1Cl | i | 10% | -7% | -3% | ? | 10% | 6% | -25% | -3%
CCOc1cc(-c2nccc3cc(OC)c(OC)cc23)cc(OCC)c1OCC | i | 98%[activator] | -3% | 1% | 2% | -3% | -5% | -5% | 6%
CC(C)NC(=O)C1(N2C(=O)c3ccccc3C2=O)CCCC1 | i | -27% | -13% | -7% | · | -2% | 11µM* | -21% | 10%
CCc1nnc(NC(=O)CSCc2cc(=O)n3cc(C)sc3n2)s1 | i | 16% | -3% | -8% | -5% | 4% | 11% | -2% | 12%
CCOc1ccc(N(CC(=O)N2CCCCC2)S(=O)(=O)c2ccc(Cl)cc2)cc1 | i | ? | -5% | -16% | 0% | 0% | -26% | i | 30%
COc1ccc(N(CC(=O)N2CCN(c3cccc(Cl)c3)CC2)S(=O)(=O)c2c(C)noc2C)cc1 | i | ? | ? | 8% | 1% | -21%&-15% | ? | -5%&-14% | 31%&1%
COC(=O)c1ccc(CNC(=O)c2ccc(OCC(=O)N3CCOCC3)c(OC)c2)cc1 | i | 14% | -10% | -2% | -5% | 12% | -39%[inhibitor] | 20% | 23%
COC(=O)c1ccc(CSc2nccn2C)cc1 | i | 2% | 4% | 2% | -1% | -17% | 5% | i | -9%
Cc1cc(C)c(CN2CCN(C(=O)Cn3ccc(N)nc3=O)CC2)c(C)c1 | i | -6% | -9% | 10% | -1% | -30% | -1% | 7% | -18%
CC(=O)N/C(=C\c1ccccc1)C(=O)OCc1cccc(S(=O)(=O)N(C)C)c1 | i | 2% | 4% | -2% | -3% | -2% | 4% | -37%[inhibitor] | 17%
CCOc1cc(C(=S)N2CCN(C)CC2)ccc1OCC(=O)N1CCOCC1 | -112%* | -2% | 7% | -7% | -3% | -18% | 8% | -18%[57.5 µM] | 13%
CN(C)C(=O)CCc1ccc2c3c([nH]c2c1)[C@]1(C)[C@@H](C(=O)N2CCCCC2)C[C@H](CC(=O)NCCCn2ccnc2)C(=O)N1CC3 | i | -10% | -3% | 18% | -7% | -11% | 2% | -18% | -10%
CCOc1ccc(NC(=O)C2CCC(CNS(=O)(=O)c3ccc(Br)s3)CC2)cc1 (configuration not stated) | · | 1% | -3% | · | · | 10% | 23% | -22% | -12%
CCN(c1ccc(Cl)cc1)S(=O)(=O)c1nnc(NC(=O)C(C)C)s1 | i | -9%&15% | -6%&-13% | 0% | 0% | 4%&3% | -6%&-4% | -37%[inhibitor] | -14%&7%
COc1cc(OC)cc(C(=O)N[C@H](C(=O)Nc2ccc(NC(C)=O)cc2)C(C)C)c1 | i | 16% | -8% | 0% | -8% | -3% | -14%[9.22 µM] | -49% | 9%
COc1ccc(N2CCN(C(=O)CN(c3ccccc3)S(=O)(=O)c3ccc(OC)cc3)CC2)cc1 | · | 0% | 6% | · | -3% | 1% | -11% | -33%[inhibitor] | -1%
CC(C)c1ccc(NC(=O)CSc2nc3ccsc3c(=O)n2CCC(=O)O)cc1 | i | 18% | 1% | 2% | 0% | -1% | -9% | -22% | 4%
The results go on.
SMILES | pAkt inh | GLP-1R inv ag | Abeta rescue | aSyn yeast inh | Mm-Cpn inhibitor | GLP1R cytotox | TDP43 rescue | PTHR1 agonist | FUS yeast rescue
CSc1nc(N2CCOCC2)c2c(c1C#N)CC(C)(C)OC2 | i | -5% | -29% | -4% | -2% | 23% | 4% | -17% | ·
CCC(=O)Oc1ccc(NC(=O)c2ccco2)cc1 | i | 2% | -16% | -13% | -2% | 4% | 19% | ? | -16%
Cc1ccccc1NC(=O)Cn1c(=O)n(Cc2ccc3c(c2)OCO3)c(=O)c2ccccc21 | · | 4% | -1% | · | · | -5% | 22% | i | -15%
O=C(Nc1ccc(Cl)c(Cl)c1)Nc1ccc(N2CCCC2)c(S(=O)(=O)Nc2ccccc2Cl)c1 | i | ? | -1% | -10% | -9% | ? | -3% | -40%[inhibitor] | 21%
CC(C)C[C@H](NC(=O)c1[nH]cnc1C(=O)N[C@@H](C)C(=O)OCc1ccccc1)C(=O)OCc1ccccc1 | i | ? | 3% | 9% | 0% | -16% | 12% | -9% | 37%
Cc1ccc(NC(=O)c2c(F)cccc2Cl)cc1S(=O)(=O)N1CCOCC1 | i | 1% | -3% | -5% | 1% | 2% | 8% | -5% | 4%
Cc1nnc(NC(=O)CSc2nc(CC(C)C)nc3c2c(=O)n(C)c(=O)n3C)s1 | i | -8%[7.66 µM] | 5% | 1% | 0% | 1%[7.66 µM] | 7% | -15% | -10%
CC(Sc1nc2c(N)ncnc2n1CCOc1ccccc1)C(=O)O (configuration not stated) | i | 1% | -1% | 3% | 0% | 0% | 9% | i | -26%
CC(=O)Nc1ccc2c(c1)CN(c1cc(C)ccc1C)CO2 | i | 0% | -4% | -7% | -1% | 39%[activator] | -8% | i | ·
CCOC(=O)c1ccc(NC(=O)Cc2noc3ccc(C)cc23)cc1 | · | ? | -11% | · | · | -3% | ? | -1% | 10%
O=C(O)Cc1ccc(NS(=O)(=O)c2ccc3c(c2)OCCO3)cc1 | i | 2% | 8% | 1% | · | 5% | 7% | -2% | -24%
O=C(Nc1ccc(F)cc1F)Nc1ccccc1C(=O)NCCN1CCNC1=O | i | -1% | 20% | 4% | 0% | -15% | 12% | -17% | 1%
COC(=O)c1ccc(OCC2c3cc(OC)c(OC)cc3CCN2C(C)=O)cc1 (configuration not stated) | i | -6%[0.307 µM] | -6% | 6% | 0% | -1%[0.307 µM] | 5% | -34%[inhibitor] | 10%
Cc1ccccc1OCC(=O)N/N=C/c1cccc(Oc2ccc([N+](=O)[O-])cc2[N+](=O)[O-])c1 | i | ? | 1% | 8% | -14% | -26% | 14% | -22% | ·
O=C(Nc1ccc2nsnc2c1)c1cccs1 | i | -20% | -10% | 1% | -8% | 125%[activator] | 27% | i | -1%

Assay outcomes: PubChem, National Center for Advancing Translational Sciences (NCATS)

The list is partial (hit frequency here may not be typical).
